Source: PubChem (Small Molecule Screening Facility, UW Madison)
RMI-FANCM inh: RMI-FANCM interaction inhibition; Fluorescence polarization, RMI core complex with F-MM2 peptide; active compounds read low; FP signal (polarization) at 33 µM; 0.58% of 70,000 active; in the data active means FP signal below about 40; further: inactives centre near 61; strong numbers were not always called active; unit not given here
Starred values were filed as active, the others as inactive; & = joins results of further samples. Only part of the results is shown; the hit share may differ from the screen's.

SMILES	RMI-FANCM inh
COC(=O)C1CCN(C(=O)Cn2cnc(-c3ccc(OC)cc3)cc2=O)CC1	66
CCC(=O)Nc1ccc(SCC(=O)Nc2ccc(F)cc2F)nn1	72
CN1CCN(C(CNC(=O)c2ccccc2C(F)(F)F)c2ccc3c(c2)CCCN3C)CC1 (stereo not given)	71
CCNC(=O)c1csc(Nc2ccc(C)cc2C)n1	62
CC(=O)c1ccc(NC(=O)CC2Nc3ccccc3NC2=O)cc1 (stereo not given)	87
O=C(Nc1ccc(N2CCCCS2(=O)=O)cc1)Oc1ccccc1	56
COc1ccc(C(=O)N2CCN(c3ccccc3F)CC2)cc1OC	63
COc1ccc(C)cc1NC(=O)CSc1nncn1-n1cccc1	55
Cc1cn2c(=O)c(C(=O)N3CCN(c4ccccc4F)CC3)cnc2s1	51
COc1ccc2cc(Br)ccc2c1CC(=O)O	59
Cc1cccc(C(CC2(CN(C)C)CCCCC2)OC(=O)c2ccc([N+](=O)[O-])cc2)c1 (stereo not given)	64
CCOc1ccc(CC(=O)Nc2nnc(C3CCCCC3)o2)cc1	62
Cc1cc(C)cc(S(=O)(=O)NCCNC(=O)c2ccc(NC(=O)C3CC3)cc2)c1	63
CC(=O)Oc1ccc(C(=O)Nc2cc(Cl)ccc2OC(C)=O)cc1	52
Cn1c(C2CCCN(S(C)(=O)=O)C2)nn(CC(=O)NCCc2ccccc2)c1=O (stereo not given)	62
CC(C)(C)c1ccc(C(=O)Nc2ccc3c(c2)C(=O)NCCO3)cc1	69
CCCc1cnc(N2CCN(C(=O)Nc3cc(C)oc3C(F)(F)F)CC2)nc1	47
COc1ccccc1OCCN(C)C(=S)Nc1ccccc1	63
COc1ccc(OC)c(NC(=O)N2CCN(c3ccc(-n4cccn4)nn3)CC2)c1	55
CCOC(=O)C(NC(C)=O)(Nc1ccc(F)cc1)C(F)(F)F (stereo not given)	64

An excerpt from above in order of their number in RMI-FANCM inh, smallest number first:
Structure,RMI-FANCM inh
CCCc1cnc(N2CCN(C(=O)Nc3cc(C)oc3C(F)(F)F)CC2)nc1,47
COc1ccc2cc(Br)ccc2c1CC(=O)O,59
COc1ccccc1OCCN(C)C(=S)Nc1ccccc1,63
CCOC(=O)C(NC(C)=O)(Nc1ccc(F)cc1)C(F)(F)F (stereo not given),64

Single entries from the entries so far.
Value of `Cc1cn2c(=O)c(C(=O)N3CCN(c4ccccc4F)CC3)cnc2s1` under RMI-FANCM inh: 51
Value of `CCC(=O)Nc1ccc(SCC(=O)Nc2ccc(F)cc2F)nn1` under RMI-FANCM inh: 72
Value of `COC(=O)C1CCN(C(=O)Cn2cnc(-c3ccc(OC)cc3)cc2=O)CC1` under RMI-FANCM inh: 66
Value of `CCOc1ccc(CC(=O)Nc2nnc(C3CCCCC3)o2)cc1` under RMI-FANCM inh: 62
Value of `CCOC(=O)C(NC(C)=O)(Nc1ccc(F)cc1)C(F)(F)F` (stereo not given) under RMI-FANCM inh: 64
Value of `COc1ccc2cc(Br)ccc2c1CC(=O)O` under RMI-FANCM inh: 59

New compounds follow.
SMILES	RMI-FANCM inh
Nc1ncnc(N)c1[N+](=O)[O-]	66
COc1ccccc1NC(=O)N1CCCC(c2nnc(-c3cccs3)o2)C1 (stereo not given)	61
NNC(=O)c1cc(COc2cc(Cl)cc(Cl)c2)on1	52
Cc1cccc(-n2ncc3c(=O)n4c(nc32)SCC4CC(=O)NCc2cccnc2)c1 (stereo not given)	65
CCCN(CCC)C(=O)Cn1c(=O)c2ccccc2n2c(=S)sc(-c3cccc(C)c3)c12	63
CCCS(=O)(=O)N1CCCc2ccc(NC(=O)c3c(F)cccc3Cl)cc21	59
COc1ccc(C(=O)Nc2nc3c(s2)CCCC3C(=O)NC(C)c2ccccc2)cc1 (stereo not given)	68
COc1ccc(-c2csc(CN3CCN(C(=O)c4cc5ccccc5o4)CC3)n2)cc1	63
C/C(=N/NC(N)=S)c1cccnc1	56
Cc1ccc(-c2cc(CC(=O)N3CCC(C(N)=O)CC3)no2)cc1	69
COc1ccc(NC(=O)CCCn2nc(-c3ccc(Cl)cc3)ccc2=O)c(OC)c1	70
COc1ccc2nc(-c3ccc(NS(=O)(=O)c4ccc(C)cc4)cc3)cn2n1	75
COC(=O)c1cc(/C=N\NS(=O)(=O)c2ccc(C)cc2)cn1C	59
Cc1nc(-n2nc(-c3ccco3)cc2NC(=O)c2ccc(C(F)(F)F)cc2)[nH]c(=O)c1C	59
N#Cc1c(F)cccc1N1CCC(C(N)=O)CC1	54
COc1cccc(N2CC(NC(=O)C(C)(C)CCl)CC2=O)c1 (stereo not given)	67
Cc1ccc(C)c(NC(=O)C(CC(=O)O)Cc2ccc(Cl)cc2)c1 (stereo not given)	53
Cc1ccccc1-c1ccc(N2CCC(C(=O)Nc3ccncc3)CC2)nn1	57
Cc1sc2ncnc(N3CCN(c4ccccc4C(F)(F)F)CC3)c2c1-c1ccc(Cl)cc1	82
CSc1cc(C(C)(C)C)nn1C(=O)c1ccc(Cl)cc1	55
COc1ccc(S(=O)(=O)NCC2CCN(Cc3ccco3)CC2)cc1Cl	70
CC(=O)Nc1ccc(N=CC2=C(O)CC(C)(C)CC2=O)cc1	60
CCOc1cccc2sc(NCCN(C)C)nc12	74
CCN(CC)CCN(C(=O)c1ccc(C(=O)c2ccccc2)cc1)c1nc2c(C)cccc2s1	60&77
O=C(NN1C(=O)/C(=C/c2cccc3ccccc23)SC1=S)c1ccccc1F	64
O=S(=O)(NCc1cc(F)cc2c1OCOC2)c1cc(S(=O)(=O)c2ccccc2)cs1	54
O=C(NCCc1ccccc1)N1CCC(c2nnc(-c3ccco3)s2)CC1	62
COc1cc(OC)cc(C(=O)Nc2nc(CC(=O)Nc3ccc4c(c3)OCO4)cs2)c1	58
O=C(c1ccc2c(c1)CCCC2)N1CCN(c2nc3ccc([N+](=O)[O-])cc3s2)CC1	53
O=S(=O)(NCCc1ccccn1)c1ccc2ccccc2c1	60
COc1ccc(F)cc1S(=O)(=O)NCCOc1ccc(F)cc1	61
Nc1ccc(OCc2ccccc2)cc1	64
COc1ccccc1OCC(=O)Nc1nc(CN2CCc3ccccc3C2)cs1	65
Cc1cccc(NC(=O)Nc2cccc(-c3ccc4nncn4n3)c2)c1	70
Cc1ccc(OCCCC(=O)NCC(C)C)c(C)c1	66
Cc1nc2sc(C(c3cccc(Br)c3)N3CCC(Cc4ccccc4)CC3)c(O)n2n1 (stereo not given)	60
Nc1nccnc1C(=O)N/N=C\c1ccc(C(F)(F)F)cc1	53
CCOC(=O)c1c(C)n(S(=O)(=O)c2ccc(CC)cc2)c2ccc(NS(=O)(=O)c3ccc(CC)cc3)cc12	55
CCOC(=O)N1CCC(N/C=C(\C#N)S(=O)(=O)c2cccnc2)CC1	54
COc1cccc(Cc2n[nH]c(=S)n2Cc2ccco2)c1	57
O=c1[nH]c(SCc2cccnc2)nc2c1cnn2-c1cccc(Cl)c1	65
COc1cccc(-c2noc(-c3cc(-c4ccc(Cl)cc4)n[nH]3)n2)c1OC	93
Cc1ccc2oc(C(=O)N(Cc3ccccc3)c3ccccc3)cc2n1	57
O=S1(=O)CC(O)C(S(=O)(=O)Cc2cccc(C(F)(F)F)c2)C1 (stereo not given)	60
O=C(Nc1ccc(F)cc1)N1CCCCCC1	63
COCCNC(=O)CCc1csc2nc(-c3ccccc3)cn12	63
O=C(Nc1nnc(-c2ccc3c(c2)OCO3)o1)c1cc2ccccc2oc1=O	69
CC(C)NC(=O)C1CCCN(c2ccc(-c3ccc(Cl)cc3)nn2)C1 (stereo not given)	62
CCOc1cccc2cc(C(=O)Nc3ccc4c(c3)C(=O)N(C)C4=O)oc12	77
CCOc1ccc(CC(=O)NCC2CCN(C3CCCC3)CC2)cc1	85
O=c1oc2cc(Oc3c([N+](=O)[O-])cc(C(F)(F)F)cc3[N+](=O)[O-])ccc2c2c1CCCC2	51
CC(C)N=C(C(=O)NC(C)C)C(F)(F)F	48
COc1ccc(Cl)cc1S(=O)(=O)NCCCC(=O)NCc1ccccc1	65
CCCc1cc(=O)n(CC(=O)NCCc2ccccc2)cn1	68
COC(=O)c1c(C(=O)OC)c2c3ccccc3ccn2c1C(=O)OC	101
COc1ccc(S(=O)(=O)N2CCCCC2CC(=O)Nc2nc3ccccc3s2)cc1 (stereo not given)	60
O=C(Cc1cccc2ccccc12)NCCS(=O)(=O)N1CCN(c2ccccc2)CC1	59
COC(=O)c1ccc(NC(=O)c2cn(C)cc3c(=O)n(-c4ccccc4)nc2-3)cc1	58
O=C(CN1C(=O)c2ccccc2S1(=O)=O)c1ccc2c(c1)OCCCO2	53
C=CCOC(=O)C1=C(C)NC(SC)=C(C#N)C1c1ccccc1OC (stereo not given)	64
Other records
SMILES	RMI-FANCM inh
COC(=O)c1sc2ccccc2c1S(=O)(=O)N(C)CC(=O)Nc1cccc(C(F)(F)F)c1	131
CCOC(=O)CN=C1NC(=O)C(c2ccccc2)(c2ccccc2)N1	55
Cc1c(C(=O)Oc2coc(CSc3nnc(NC(=O)c4cccs4)s3)cc2=O)cccc1[N+](=O)[O-]	54
COc1ccc(-c2csc(CN3CCN(C(=O)c4cccs4)CC3)n2)cc1	60
O=C(NCc1cc(-c2ccccc2)on1)C1CC(=O)N(c2ccccc2)C1 (stereo not given)	55
O=C1c2cccc3cccc(c23)C(=O)N1CCNCCN1C(=O)c2cccc3cccc(c23)C1=O	58
CCOc1ccc2cc(C3CC(c4ccc(C)cc4)=NN3C(C)=O)c(=O)[nH]c2c1 (stereo not given)	89
Cc1cccc(-c2nc(SCC(=O)NC3CCCC3)c3c(=O)n(C)c(=O)n(C)c3n2)c1	73
O=C1CC(CSc2nccc(-c3cccnc3)n2)=NN1c1ccc(Cl)cc1	41
N#Cc1c(Nc2ccccc2C(F)(F)F)s[nH]c1=O	55
Cc1ccc(C(C)C)c(OCC(O)CN2CCc3ccccc3C2)c1 (stereo not given)	71
CCCCCOc1ccc(C(=O)Nc2nc3c(OC)ccc(Cl)c3s2)cc1	65
Cc1noc(C)c1C(=O)n1cc2c(n1)-c1cc(F)ccc1SC2	55
COc1ccc(S(=O)(=O)NCC(c2ccsc2)N2CCOCC2)c(OC)c1 (stereo not given)	63
O=C(CCCc1ccccc1)NCCc1csc(-c2cccnc2)n1	65
COc1ccc(-c2csc(SCc3ccc(C(=O)NCc4ccc(F)cc4)o3)n2)cc1OC	77
Cc1ccc(Cn2c(=O)[nH]c3cccnc3c2=O)cc1	69
OC(COCC1CC2CCC1C2)CN1CCC(Cc2ccccc2)CC1 (stereo not given)	80
CSc1ccc2nc(Nc3nc4ccc5nc(C)sc5c4s3)sc2c1	80
CCN1C(=O)c2cc(N)ccc2Oc2ccccc21	68

Part of the list above in order of count of non-hydrogen atoms, lowest first:
SMILES	RMI-FANCM inh
N#Cc1c(Nc2ccccc2C(F)(F)F)s[nH]c1=O	55
O=C(CCCc1ccccc1)NCCc1csc(-c2cccnc2)n1	65
O=C1CC(CSc2nccc(-c3cccnc3)n2)=NN1c1ccc(Cl)cc1	41
COc1ccc(-c2csc(SCc3ccc(C(=O)NCc4ccc(F)cc4)o3)n2)cc1OC	77

Quoted at random: 5 compounds from above
SMILES	RMI-FANCM inh
Cc1ccc(C(C)C)c(OCC(O)CN2CCc3ccccc3C2)c1 (stereo not given)	71
COc1ccc(S(=O)(=O)NCC(c2ccsc2)N2CCOCC2)c(OC)c1 (stereo not given)	63
CCOC(=O)CN=C1NC(=O)C(c2ccccc2)(c2ccccc2)N1	55
COC(=O)c1sc2ccccc2c1S(=O)(=O)N(C)CC(=O)Nc1cccc(C(F)(F)F)c1	131
COc1ccc(-c2csc(CN3CCN(C(=O)c4cccs4)CC3)n2)cc1	60

Other structures follow.
SMILES	RMI-FANCM inh
CCc1ccc(C(=O)Nc2ncc(C)cc2Br)cc1	58
Cc1ccccc1C(=O)NCCOc1ccc2c(c1)OCO2	63
COC(=O)c1sc(NC(C)=O)c(C#N)c1C	64
O=C1CCc2cc(S(=O)(=O)N3CCc4ccccc4C3)cc3c2N1CC3	52
CC(=O)Nc1ccc(Nc2nc(N3CCOCC3)nc(N3CCOCC3)n2)cc1	59
COc1ccc(C(CNS(=O)(=O)c2ccc(Cl)s2)N2CCOCC2)cc1 (stereo not given)	54
COc1ccc2nc(N(Cc3ccccn3)C(=O)c3cc(C)on3)sc2c1	56
Cc1cccc(C)c1NC(=O)Cn1nc(-c2ccco2)c2sc(N3CCCC3)nc2c1=O	109
O=C(CSc1ccc(NC(=O)c2cccs2)nn1)Nc1cccc(C(F)(F)F)c1	99
COc1ccc(CC(=O)Nc2ccc3c(c2)N(C(=O)C(C)(C)C)CC3)cc1OC	67
Cc1ccc2nc(N(CCCN(C)C)C(=O)c3cc(-c4cccs4)nc4ccccc34)sc2c1	131
Clc1ccc(-n2ncc3c(Nc4cccc5ccccc45)ncnc32)cc1	69
S=C1C=C(N2CCCCC2)CC(c2ccc(Cl)cc2)S1 (stereo not given)	54
COc1ccc(NC(=O)CCc2c(C)[nH]c(=O)[nH]c2=O)cc1Cl	61
Cc1nn(-c2ccc(N3CCN(C(=O)/C=C/c4ccccc4)CC3)nn2)c(C)c1C	55
COc1ccc(C(=O)Nc2nc(CC(=O)Nc3ccc(F)c(Cl)c3)cs2)cc1	83
NS(=O)(=O)c1ccc(N=Cc2ccc([N+](=O)[O-])cc2)cc1	61
Cc1cc(C)c(C(=O)CSc2nc3ccccc3[nH]2)c(C)c1	63
O=C(c1ccco1)N1CCc2ccc(NS(=O)(=O)c3ccc(Cl)s3)cc21	68
CC1CCN(C(C)CNC(=O)Nc2cccc(F)c2)CC1 (stereo not given)	55
CC(C)(C)c1ccc(C(=O)NCC(=O)N/N=C\c2c[nH]c3ccccc23)cc1	59
CC(C)C(NC(=O)c1ccc([N+](=O)[O-])cc1)c1nc2ccccc2[nH]1 (stereo not given)	68
Cc1ccc(S(=O)(=O)/C(=C\c2ccccc2)NC(=O)c2ccccc2)cc1	64
CC1CC(OC(=O)c2ccccc2O)CC(C)(C)C1 (stereo not given)	58
CC(C)(C)c1cc(C(C)(C)C)n(-c2ccc(N3CC(C(=O)O)CC3=O)cc2)n1 (stereo not given)	55
COC(=O)Cn1c(=NC(=O)c2ccccc2S(C)(=O)=O)sc2ccccc21	66
O=c1cc(-c2ccccc2)c2cc(Br)ccc2[nH]1	58
COc1ccccc1N1CCN(CCNC(=O)C(=O)NCc2ccc(C)cc2)CC1	62
CSC1=N/C(=C/c2cccs2)C(=O)N1	54
O=C(Nc1ccc(-c2nc3ccccc3s2)cc1)c1cccc(S(=O)(=O)N2CCOCC2)c1	63
O=C(CNS(=O)(=O)Cc1ccccc1)N1CCOC(c2ccccc2)C1 (stereo not given)	74
